Source: PubChem BioAssay
CFTR F508del cor – correctors of CFTR F508del function in bronchial epithelial cells. CFBE cells, YFP halide quenching; stimulated with forskolin plus potentiator P3; % fluorescence drop versus neutral controls. activity (quench increase), % at 7.58 µM. 350,000 tested, 0.36% active;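 active means mean added fluorescence quench of at least 8% versus neutral control, with both replicates also reaching 8%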;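 further: cells transiently co-express mutant CFTR-F508del with the halide-sensitive YFP; corrector assay measuring rescue of mutant channel to the surface after 24 h compound exposure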
Statin myotox sup – suppression of simvastatin myotoxicity. C2C12 myotubes + simvastatin, ATP luminescence, 48 h; scaled: DMSO 0, geranylgeraniol control 100. rescue of ATP level, % at 7.49 µM. 330,000 tested, 0.78% active;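 active means mean ATP rescue above about 67%, or every replicate alone reaching that limit, limit read from the data, passing the limit was not always enough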;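 further: myotubes were challenged with 10 µM simvastatin during compound exposure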
PGC1a acetyl inh – lowers PGC1a acetylation signal in U2OS cells. AlphaScreen anti-acetyl-lysine; with virally co-expressed GCN5 acetyltransferase. inhibition, % at 15.6 µM. 350,000 tested, 0.17% active;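 active means every replicate shows inhibition of at least 40%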;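 further: 0% = neutral control wells and 100% = positive control wells; some results beyond the cut were filed as inactive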
FN deposition inh – fibronectin deposition inhibition; AH1F fibroblasts, Alexa488-fibronectin deposition fluorescence, overnight; inhibition, % at 12.6 µM; 350,000 tested, 0.086% active;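 active means mean inhibition across replicates of 30% or more, regardless of how many single replicates reach that level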;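 further: positive control wells lacked labelled fibronectin entirely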
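Test system: AH1F fibroblast monolayer depositing Alexa488-labelled fibronectin into matrix. Input: 10000 cells per well. Technique: fluorescence, ex 485 nm, em 525 nm. Buffer or medium: DMEM plus 2% serum, read in PBS. Timing: 1 h cell adhesion before compound, then overnight fibronectin incubation. Compound: single dose, pinned. Read-out basis: inhibition from reduced deposited-fibronectin fluorescence.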
miR-122 sensor – blocks miR-122 activity in Huh7 sensor cells; Huh7 miR-122 Renilla luciferase sensor, 48 h; neutral wells = 0, positive control = 100; activation (reporter increase), % at 12.5 µM; 340,000 tested, 0.3% active;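 active means mean replicate activation score at least 90 and every replicate individually at or above 90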;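 further: higher luciferase means less miR-122 activity so hits act as miR-122 inhibitors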
PglD DTNB – PglD (C. jejuni) enzyme inhibition; purified PglD enzyme, DTNB colorimetric CoA detection; inhibition, % at 12.5 µM; 360,000 tested, 0.098% active; AID 602405; in the data active means inhibition above about 16%, passing the limit was not always enough; further: strong numbers were not always called active
Cneo AK release – Cryptococcus neoformans lysis via adenylate kinase release; C. neoformans lysis, adenylate kinase release luminescence, 4 h; normalised: neutral wells 0, clomiphene wells 100; lysis activity, % at 15 µM; 360,000 tested, 0.2% active;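 active means mean lysis activity across replicates of at least 80%, whatever share of replicates individually reach that level; inactive means mean lysis activity below 80%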
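Assay system: Cryptococcus neoformans yeast cells / Dosing: single-point compound dose / Timing: 4 h at 37 °C static, read 1 h later / Measured by: luminescence of released adenylate kinase using an AK detection reagent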
GSIS activator – primary screen for activators of insulin secretion dependent on glucose, INS-1E cells, GLuc reporter luminescence. 370,000 tested, 0.61% active. INS-1E GLuc reporter insulin secretion, 2-3 h. activation, % at 16.6 µM. AID 743287;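 active means lowest replicate activation of at least 40%, so every replicate reaches that level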;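 further: 0% = median of neutral control wells and 100% = median of IBMX positive control wells; some compounds called inactive have numbers as strong as hits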
An asterisk follows results filed as active; x = not tested or not shown; & = joins results of further samples; [ ] = dose if it differs, or a comment.

Molecule	PGC1a acetyl inh	miR-122 sensor	FN deposition inh	CFTR F508del cor	PglD DTNB	Cneo AK release	Statin myotox sup	GSIS activator
COCc1nnc(NC(=O)C2CC(=O)N(C3CCCC3)C2)s1 (stereo not drawn)	5.3	-7.9	2.7	-0.3	-0.4	1.9	-4.8	0.0
Cc1cc(Br)cc(C)c1NC(=S)NC(=O)CC(C)C	x	17.2	16.7	x	1.0	1.8	x	x
COc1ccc(C(=O)NCCS(=O)(=O)NCc2cccnc2)cc1	x	x	14.6	-1.0	-3.3	0.1	-0.3	13.9
CC1(C)Cc2c(sc3ncnc(NN)c23)CO1	x	1.8	-3.7	0.6	-19.4	-1.2	-4.7	1.6
COc1ccccc1CNC(=O)COC(=O)c1c[nH]c2ccccc12	-3.8	9.5	-3.8	1.5	-2.2	0.1	-23.4	-4.8
Cc1cccc(CN2CCN(C(C)C(=O)NC(C)c3ccccc3)CC2)c1 (stereo not drawn)	-5.7	1.9	4.6	0.2	2.8	-0.4	-2.7	-12.5
COc1ccc(Cl)cc1NC(=O)CNc1ccccc1CN(C)C1CCCCC1	-19.5	x	4.9	2.4	x	x	x	10.0
COCCn1c(SCC(=O)Nc2cccc(C(=O)OC)c2)nc2ccccc2c1=O	4.3	2.0	x	x	0.1	-3.5	19.1	x
O=C(Nc1ccc2c(c1)C(=O)N(C1CCCCC1)C2=O)C1CCCO1 (stereo not drawn)	-3.3	1.5	x	x	-1.4	2.2	-17.9	x
C[C@H]1CN([C@@H](C)CO)C(=O)c2cc(/C=C/c3ccccc3)cnc2O[C@H]1CN(C)S(=O)(=O)c1cccs1	0.2	x	x	-3.1	2.6	-1.0	2.5	-11.5
Cc1ccc(C(=O)OCC(=O)NC(C)c2ccccc2)s1 (stereo not drawn)	11.9	-5.0	2.5	5.2	1.6	-0.7	-16.1	26.8
C[C@H]1CCCCO[C@H](CN(C)C(=O)Cc2ccccc2)[C@@H](C)CN([C@@H](C)CO)C(=O)c2cc(NC(=O)CCCN(C)C)ccc2O1	-2.3	2.9[16.7 µM]	x	0.3	0.5	-5.5	x	-2.3
CN(C)C(CNS(=O)(=O)c1ccc2ccccc2c1)c1ccccc1 (stereo not drawn)	-10.8	30.7	-9.6	-1.2	6.3	2.8	8.5	0.8
COc1ccc(NC(=O)N(C)C[C@@H]2Oc3c(NS(=O)(=O)c4c(C)noc4C)cccc3C(=O)N([C@H](C)CO)C[C@@H]2C)cc1	0.8	1.7[16.7 µM]	-2.1	0.4	3.1	-5.6	x	-0.1
Cc1ccc(NS(=O)(=O)c2ccc(C)c(NC(=O)c3ccc(S(=O)(=O)N4CCCCCC4)cc3)c2)c(C)c1	-12.1	10.4	8.9	-1.7	0.9	0.7	-13.3	-15.2
Cc1c(N=Cc2ccco2)c(=O)n(-c2ccccc2)n1C	3.2	2.2	x	x	0.3	3.1	18.8	x
CO[C@H]1CN(C)C(=O)c2ccc(NC(=O)c3cc(C)on3)cc2OC[C@H](C)NC[C@@H]1C	12.2	x	-6.0	-1.3	x	x	x	8.4
CN(CC(=O)Nc1ccc(N2CCOCC2)cc1)CC(=O)Nc1ccccc1[N+](=O)[O-]	x	6.5	0.1	-4.1	2.6	-0.8	x	-3.4
CC(Sc1nnc(-c2ccco2)o1)C(=O)Nc1ccc(OC(F)F)cc1 (stereo not drawn)	-1.8	-11.1	2.2	2.7	-6.4	0.5	-4.2	-4.1
Cc1ccccc1-c1nc(NCCN(C)C)nc2ccsc12	x	-2.0	3.6	2.7	4.5	0.0	9.6	20.5
COc1cccc(S(=O)(=O)N2CC[C@@H]3[C@H]2c2cc(C#Cc4ccccc4)ccc2N[C@@H]3CO)c1	-6.5	-12.6[16.7 µM]	11.8	1.2	1.0	-0.8	-7.0	16.0
O=C(Nc1cc(C2CC2)nn1-c1ccccc1)c1ccc(F)cc1	9.2	-1.6	-3.8	0.5	-0.8	-0.3	-1.1	4.7
Cc1noc(C)c1CN1C(=O)NC(Cc2ccccc2)(Cc2ccccc2)C1=O	-6.8	-7.6	x	x	2.8	-1.3	x	x
CCN(CC)CCN(Cc1cc2ccc(C)cc2[nH]c1=O)C(=S)Nc1ccccc1C(=O)OC	0.7	-0.6	8.9	2.3	-5.1	-2.0	5.2	-15.0
CN(C)C(=O)c1cccc(-c2ccc([C@H]3[C@H]4CN(C(=O)C5CCC5)CC(=O)N4[C@H]3CO)cc2)c1	1.5	x	1.5	-1.0	x	x	x	-7.0
CC(C)CCNC(=O)Cn1c(=O)oc2cc(S(=O)(=O)N3CC(C)CC(C)C3)ccc21 (stereo not drawn)	-1.7	6.5	-3.4	3.8	-1.5	1.0	-58.7	x
COc1ccc(C2/C(=C(/O)c3ccccc3)C(=O)C(=O)N2C)c(OC)c1 (stereo not drawn)	0.8	-1.8	6.3	1.1	0.4	-1.6	4.5	-15.2
CC1=C(C)CC(C(=O)NNC(=O)c2csc3c2CCC(C(C)(C)C)C3)C(C(=O)O)C1 (stereo not drawn)	1.9	-1.0	-4.0	x	1.3	-1.8	-1.8	-19.4
CC(C)NC(=O)Nc1ccc2c(c1)C(=O)N([C@H](C)CO)C[C@@H](C)[C@H](CN(C)Cc1ccncc1)O2	1.9	3.6[16.7 µM]	x	1.6	1.0	-1.6	0.4	-9.9
CCOC(=O)c1sc(NC(=O)CSc2ccccn2)c(C#N)c1C	-5.5	-8.8	x	x	1.6	-2.9	-3.8	9.2

The final two entries of the section before open the next one:
Molecule	PGC1a acetyl inh	miR-122 sensor	FN deposition inh	CFTR F508del cor	PglD DTNB	Cneo AK release	Statin myotox sup	GSIS activator
CC(C)NC(=O)Nc1ccc2c(c1)C(=O)N([C@H](C)CO)C[C@@H](C)[C@H](CN(C)Cc1ccncc1)O2	1.9	3.6[16.7 µM]	x	1.6	1.0	-1.6	0.4	-9.9
CCOC(=O)c1sc(NC(=O)CSc2ccccn2)c(C#N)c1C	-5.5	-8.8	x	x	1.6	-2.9	-3.8	9.2
C[C@@H]1CC[C@]2(O[C@@H](CCO)C[C@H](O)[C@H]2O)O1	-2.3	-3.4	0.3	1.7	0.9	-1.3	15.5	-14.1
O=C(CNC(=O)c1ccc(-c2ccccc2)cc1)Nc1cccc(CO)c1	5.5	x	0.4	-1.1	-2.6	0.5	-19.3	2.7
COCC(=O)Nc1c(C(=O)Nc2cccc(OC)c2)oc2ccccc12	-1.7	-2.5	2.9	x	-5.0	-1.8	-15.3	-16.8&7.6
COc1ccc(S(=O)(=O)N(C)C[C@H]2Oc3ccc(NS(=O)(=O)c4ccccc4)cc3CC(=O)N([C@@H](C)CO)C[C@@H]2C)cc1	5.6	2.4[16.7 µM]	x	-5.0	-3.0	0.4	-7.3	-3.5
CCCC1=Nc2cc(C(=O)N3CCC(C(=O)OCC)CC3)ccc2Sc2ccccc21	-9.0	-5.2	-7.2	-2.9	-1.0	0.4	-10.6	-10.1
C[C@@H]1CN([C@H](C)CO)C(=O)c2cc(-c3ccc(C#N)cc3)cnc2O[C@@H]1CN(C)C(=O)CC1CC1	11.0	26.0[16.7 µM]	x	-2.2	0.9	-2.1	14.3	-4.5
CC(C)(C)C(=O)Cn1ncc(N2CCOCC2)c(Br)c1=O	1.5	x	-6.0	1.6	x	x	x	55.8
Cc1ccc(NC(=O)COC(=O)c2oc3ccccc3c2C)cc1S(=O)(=O)N1CCOCC1	x	-3.4	x	-9.5	0.5	-3.4	1.7	-4.3
Cc1ccc(CNS(=O)(=O)c2ccc3c(c2)OCCO3)cc1	6.6	7.7	-7.1	0.2	6.6	-1.9	x	6.1
COC(=O)N/N=C/c1cccc(OC(=O)c2ccc3c(c2)OCO3)c1	4.5	3.9	3.1	0.6	-8.7	-1.8	-1.5	x
CCN(CC)c1nc(Oc2ccc(C(=O)OC)cc2)nc(N2CCOCC2)n1	-10.0	-0.8	0.3	-0.5	x	x	-0.7	-35.5
CC1(C)Cc2c(sc(NC(=O)C(=O)N3CCCC3)c2C#N)CO1	6.5	-6.5	-3.5	-0.9	0.6	12.6	12.8	11.8
Cc1ccc2c(c1)N(C(C)C(=O)NCc1ccccn1)C(=O)CO2 (stereo not drawn)	x	-2.0	-11.2	-2.7	x	x	-1.3	31.7
C[C@H]1CN([C@@H](C)CO)C(=O)c2cc(-c3ccc(C#N)cc3)cnc2O[C@@H]1CN(C)CC1CCCCC1	11.8	-10.7[16.7 µM]	x	-0.3	-12.5	-10.5	0.0	10.5
O=C(c1ccccc1)N1CC(COc2ccccc2)OC(c2ccco2)O1 (stereo not drawn)	-0.4	-2.5	x	x	-1.3	-1.8	0.1	x
CCOc1ccc(C2CC(c3ccc(OC)cc3)n3ncnc3N2)cc1 (stereo not drawn)	x	-4.8	-1.9	-2.1	3.2	-0.5	8.4	-18.8
CSCC[C@H](NS(=O)(=O)c1ccc(C)cc1)C(=O)N1CCC(C(=O)N[C@@H](C)C(=O)O)CC1	-3.1	0.2	x	5.2	-2.0	1.1	-24.3	5.8
COc1cc2c(=O)n(Cc3ccccc3)c(=O)n(CC(=O)NCc3ccco3)c2cc1OC	-1.9	6.1	x	x	2.6	1.4	10.2	18.4
COc1ccccc1CN1[C@H](CO)[C@@H]2c3ccccc3N(C(=O)C3CCCCC3)C[C@@H]21	-23.4	-21.4[16.7 µM]	x	3.1	-1.4	3.0	-14.1	-8.6
O=C(C[C@H]1CC[C@H](NS(=O)(=O)c2ccc(F)cc2)[C@@H](CO)O1)NCc1ccncn1	2.4	x	x	0.5	-1.1	3.7	0.2	-2.0
O=C(CCSc1nnnn1-c1ccccc1)N1CCOCC1	9.0	-13.0	-11.7	x	-2.3	-3.3	x	x
COC1CCCN(C(=O)c2cccc(OC3CCN(S(=O)(=O)N(C)C)CC3)c2)C1 (stereo not drawn)	-5.5	-5.3	1.8	-0.1	-5.3	-2.1	0.7	-17.9
C[C@@H]1CN([C@H](C)CO)C(=O)CCCn2cc(nn2)CO[C@@H]1CN(C)S(=O)(=O)c1ccccc1F	4.1	6.4[16.7 µM]	1.9	-1.9	2.0	8.6	-11.0	12.6
COc1ccccc1-c1cn(CC[C@@H]2CC[C@H](NC(=O)C3CC3)[C@H](CO)O2)nn1	2.7	x	-3.3	-0.3	2.9	-2.7	-1.0	-6.9

No enrichment for hits. About 2.1% of those tested had a hit in this group.
